GSK3beta inhib: human GSK3beta kinase inhibitors, primary screen, biochemical, cell-free homogeneous, HTS; Glycogen synthase kinase-3 beta (Homo sapiens), P49841; GST-GSK3beta kinase, ADP-Glo luminescence, 60 min; hits give low values; activity score (negative = inhibition), % at 10 µM; 0.038% of 300,000 active; AID 2097, 2009;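 active means more than half of replicate wells score below -50%, meaning over 50% inhibition versus plate controls; inconclusive means some replicates but at most half score below -50%; inactive means no replicate scores below -50%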;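 further: 0% = median DMSO wells and -100% = median GW8510 positive control wells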
Target sequence (P49841 whole entry, looked up): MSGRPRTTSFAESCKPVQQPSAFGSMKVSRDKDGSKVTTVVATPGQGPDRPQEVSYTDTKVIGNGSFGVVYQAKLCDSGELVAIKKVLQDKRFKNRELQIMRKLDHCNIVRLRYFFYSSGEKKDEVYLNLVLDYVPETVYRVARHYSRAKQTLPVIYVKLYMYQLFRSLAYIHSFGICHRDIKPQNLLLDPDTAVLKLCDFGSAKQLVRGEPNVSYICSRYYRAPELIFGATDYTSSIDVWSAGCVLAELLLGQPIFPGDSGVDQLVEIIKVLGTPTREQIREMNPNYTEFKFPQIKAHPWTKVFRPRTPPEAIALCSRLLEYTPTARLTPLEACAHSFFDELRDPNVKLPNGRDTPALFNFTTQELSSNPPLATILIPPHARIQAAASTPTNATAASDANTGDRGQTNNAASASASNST
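Assay system: GST-fused GSK3beta enzyme, cell-free / Medium: Tris pH 7.5 buffer with MgCl2, DTT, BSA, heparin / Also added: peptide substrate plus 25 µM ATP (final) / Compound: 10 µM single point / Timing: kinase reaction with compound 60 min at room temperature / Detection: ADP-Glo luminescence / Benchmarks: DMSO neutral wells and GW8510 at 20 µM as positive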
HSP90 refold inh: HSP90 inhibitors, primary screen, cell lysate, luminescence; 0.91% of 290,000 active; inhibition, % at 5.6 µM; Heat shock protein HSP 90 (rabbit reticulocyte lysate; luciferase refolding); Rabbit reticulocyte lysate, luciferase refolding luminescence, 3 h;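 active means inhibition above the screen-wide mean plus 3 SD, computed separately per campaign, cut at about 16% in these data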;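 further: 0% = DMSO wells and 100% = 60 µM geldanamycin wells; inhibitors lower the luminescence because luciferase stays unfolded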
IEC-6 tox: cytotoxicity in IEC-6 intestinal epithelial cells, primary screen, cytotoxicity control for KLF5 inhibitor project, cell-based, luminescence; IEC-6 cytotoxicity, luminescence viability; inhibition, % at 5 µM; 0.78% of 290,000 active; AID 1825, 2009; in the data active means inhibition above about 22%;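 further: 0% = plate median of test compound wells and 100% = cytotoxic reference compound wells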
GSK3A inh: blockers of GSK3A enzyme activity – biochemical, luminescence, cell-free homogeneous, HTS, primary screen. inhibition, % at 10 µM. Glycogen synthase kinase-3 alpha (Homo sapiens), P49840. GSK-3 alpha kinase, ADP-Glo luminescence, 60 min. 0.1% of 320,000 active;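 in the data active means inhibition above about 50%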;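 further: GST-tagged GSK-3 alpha with peptide substrate and 25 µM ATP; 0% = DMSO neutral wells and 100% = GW8510 positive control wells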
Target sequence (P49840 whole entry, looked up): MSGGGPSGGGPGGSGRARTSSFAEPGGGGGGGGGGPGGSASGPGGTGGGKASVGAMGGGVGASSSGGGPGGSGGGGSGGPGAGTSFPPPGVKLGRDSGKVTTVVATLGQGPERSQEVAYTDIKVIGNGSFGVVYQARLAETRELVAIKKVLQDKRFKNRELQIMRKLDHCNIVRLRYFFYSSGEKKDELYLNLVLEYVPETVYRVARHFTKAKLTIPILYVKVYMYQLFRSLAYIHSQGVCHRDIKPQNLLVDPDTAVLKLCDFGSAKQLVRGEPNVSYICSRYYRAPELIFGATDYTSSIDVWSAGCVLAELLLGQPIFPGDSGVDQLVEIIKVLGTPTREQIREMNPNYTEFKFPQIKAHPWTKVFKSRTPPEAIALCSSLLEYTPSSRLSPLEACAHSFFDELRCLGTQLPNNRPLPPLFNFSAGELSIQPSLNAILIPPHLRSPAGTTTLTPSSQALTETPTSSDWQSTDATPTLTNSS
HSF1 inhib: HSF1 inhibitors in luciferase reporter cells, primary screen, cell-based, NIH3T3, luminescence; activity change, negative = inhibition, % at 7.5 µM (by protocol); NIH3T3-HGL HSE-luciferase, MG132-induced, luminescence 8 h; hits give low values; 0.77% of 300,000 active;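 active means more than half of replicate wells show activity change below -50%, luminescence cut by over half; inconclusive means some wells, but at most half, below -50%; inactive means no replicate well below -50%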;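 further: luciferase reports HSF-1 transcriptional activity via heat shock element; 0% = median of DMSO wells and -100% = zero luminescence signal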
AI-2 QS mod: Vibrio harveyi AI-2 quorum sensing modulators, primary screen, JMH597 strain, luminescence/OD600 ratio | Vibrio harveyi JMH597 AI-2 luminescence/OD600 ratio, 9 h; hits give low values; strain lacks LuxN and CqsS sensors; 0 = neutral-control median | activity change, % at 7.5 µM | AID 2094, 2009 | 0.4% of 300,000 active; in the data active means activity change below about -75%, passing the limit was not always enough; inconclusive means no clear call, values can overlap the other calls;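 further: luminescence divided by OD600 gain over 9 h not by final OD600 alone; inactives centre near 13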
KLF5 inhibitor: KLF5 expression inhibitors, primary screen, DLD-1 cells, luminescence. AID 1700, 2009. DLD-1 KLF5 promoter-luciferase reporter. 0.23% of 290,000 active. inhibition, % at 5 µM;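 active means inhibition above a per-plate limit of that plate's mean compound inhibition plus 3 SD, cut at about 60% in these data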;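 further: 0% = DMSO wells and 100% = LY294002 at 200 µM; higher means less KLF5 promoter-driven luciferase light; inactives centre near -14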
HSF-1 act: HSF-1 activators, primary screen, NIH3T3-HGL cells, MG132 stress, luminescence, single point; NIH3T3-HGL HSF-1 luciferase reporter, 8 h; 100% = twice DMSO control signal; activation, % at 9 µM; 1.7% of 300,000 active;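 active means mean replicate activation of at least 50% with a set share of replicates each reaching 50%; inconclusive means only one of those two conditions met; inactive means mean below 50% and too few replicates reaching it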;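 further: 0% = median of the neutral control wells and 100% = twice that signal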
aSyn 5UTR inh: MLPCN primary screen, SNCA 5' untranslated region; AID 1813, 2009; inhibition, % (tested at 7.5 µM); 0.82% of 300,000 active; alpha-synuclein 5'UTR reporter, inhibitor activity; in the data active means inhibition above about 60%; inconclusive means no clear call, values can overlap the other calls;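 further: H4 neuroglioblastoma cells stably carrying SNCA 5'UTR luciferase fusion; 0% = DMSO wells and 100% = positive control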
HIF activator: HIF pathway transcriptional activators, primary screen, cell-based, U2OS HRE-luciferase, luminescence | activation, % at 7.5 µM (by protocol) | 0.32% of 300,000 active | U2OS HRE-luciferase reporter; normalized: DMSO 0%, desferrioxamine 100% | AID 1910, 2009;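 active means mean activation of at least 10% of the iron chelator positive control signal, with at least half of replicates also reaching 10%; inconclusive means mean and replicate majority disagree about reaching 10%; inactive means mean and most replicates under 10%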
* = called active by the depositor; u = inconclusive; x = no result given.

SMILES | GSK3beta inhib | HSP90 refold inh | IEC-6 tox | GSK3A inh | HSF1 inhib | AI-2 QS mod | KLF5 inhibitor | HSF-1 act | aSyn 5UTR inh | HIF activator
COc1ccc(/C=N/NC(=O)C2C3CCCCC32)cc1OC (stereo not drawn) | 2 | 1 | 8 | 0 | -2 | 11 | -1 | -8 | 39 | -0.2
COc1cccc(-c2nnc(SC(C(=O)c3c[nH]c4ccccc34)c3ccccc3)n2C)c1 (stereo not drawn) | 0 | 1 | 2 | 1 | 8 | 23 | 0 | 16 | 30 | -0.5
COc1ccc(NC(=O)C2CCN(C(=O)C3CC(=O)N(c4ccc(C)cc4)C3)CC2)c(OC)c1 (stereo not drawn) | -3 | 1 | 9 | 4 | -1 | -2 | -11 | 31 | 19 | -0.7
CCOc1ccccc1CNc1ccc(N2CCOCC2)c(C(=O)O)c1 | -2 | 3 | 4 | 0 | -9 | 15 | -17 | -5 | 17 | -0.5
C=CCN1C(=O)/C(=c2\sc3nc(=O)c(Cc4ccccc4)nn3c2=O)c2ccccc21 | 5 | -2 | 2 | -4 | -4 | 0 | 7 | -7 | -30 | -0.2
O=C(c1cc(Br)c(Br)s1)N1CCOCC1 | 2 | x | x | 7 | -6 | 7 | x | -22 | -7 | 0.0
CCCc1c(C(=O)N/N=C/c2cccc(OCc3ccc(F)cc3)c2)nnn1-c1nonc1N | 0 | -1 | 4 | -1 | 7 | 35 | -14 | 19 | 11 | -0.7
CCOc1ccc2c(=O)c(Oc3ccccc3OCC)coc2c1 | 2 | 3 | 4 | -3 | 18 | 3 | -19 | 19 | -100 | 0.9
CCN(CC)S(=O)(=O)c1ccc2c(c1)[nH]c(=S)n2CC | -1 | -1 | -3 | -2 | 5 | 16 | -18 | 15 | 7 | -0.5
CCOc1cc(C2/C(=C(/O)c3ccc(OC)cc3)C(=O)C(=O)N2CC2CCCO2)ccc1O (stereo not drawn) | 1 | 1 | -1 | 0 | x | -10 | -14 | x | 8 | x
O=c1cc(-c2ccccc2)[nH]c2cc(F)ccc12 | 1 | 0 | 81* | -2 | -15 | -3 | 73* | -26 | 93* | 0.6
CCc1noc(C)c1C(=O)N(CCCOC)c1c(N)n(Cc2ccccc2)c(=O)[nH]c1=O | x | x | x | 0 | -5 | x | x | -2 | 1 | 0.2
CCOc1ccc(-c2ncncc2-c2ccc(OC)cc2)c(O)c1 | -2 | 0 | -7 | 6 | -4 | 31 | -3 | -6 | 13 | 0.0
CCCC(c1nnnn1Cc1ccc(F)cc1)N1CCN(C2CCCCC2)CC1 (stereo not drawn) | -2 | 3 | -1 | -1 | -6 | 64 | -11 | -24 | -14 | 0.3
O=C(O)COc1ccccc1/C=N/NC(=O)CSc1nc2ccccc2c(=O)n1-c1ccccc1 | -1 | 1 | -2 | -3 | 0 | -4 | -28 | -1 | 17 | -0.4
CCN(CC)C(=O)Cn1cc(S(=O)(=O)CC(=O)Nc2ccc3c(c2)OCCO3)c2ccccc21 | 2 | 1 | 2 | 0 | 17 | 13 | -39 | 31 | -82 | 0.7
Cc1ccc(S(=O)(=O)NC(=O)Nn2c(C)nnc2C)cc1 | -2 | -2 | -1 | -18 | -6 | 15 | -1 | -6 | 19 | 0.2
O=[N+]([O-])c1ccc(Nc2ccccc2O)c2nonc12 | 2 | -1 | 2 | 9 | 8 | -15 | -32 | -11 | 0 | 0.3
O=[N+]([O-])c1ccccc1S(=O)(=O)NC1CCCC1 | -2 | 2 | 6 | -3 | 0 | 24 | -5 | -4 | -26 | -0.1
Cn1cc(/C=C(\NC(=O)c2ccccc2Cl)C(=O)NCCN2CCOCC2)c2ccccc21 | -1 | 0 | 2 | -1 | 25 | 20 | 3 | 14 | -72 | 1.2
CCOc1ccccc1CN1CCN(Cc2[nH]c3ccccc3c2C)CC1CCO (stereo not drawn) | 2 | 8 | 1 | -3 | -12 | 14 | 3 | -14 | -16 | -0.1
CCNC(=S)N/N=C/c1cccs1 | -3 | -3 | -2 | 2 | -2 | -11 | -31 | -26 | 0 | 0.3
CCn1ccnc1CNC(=O)CC1C(=O)NCCN1CCCc1ccccc1 (stereo not drawn) | 3 | 1 | 0 | -1 | -1 | 19 | -28 | 9 | -45 | -0.3
Cc1cc2ncn(C(=O)N3CCCCCC3)c2cc1C | 0 | 5 | 11 | 2 | 11 | 14 | -31 | 13 | -29 | 0.7
Cc1nc2c3ccccc3nc(NNC(=O)CCC(=O)N3CCCC(C)C3)n2n1 (stereo not drawn) | 0 | 2 | 6 | -3 | 3 | 5 | -30 | 0 | 15 | 0.2
COc1ccc2c(c1)SCC(=O)N2C | 5 | -1 | 5 | 0 | 17 | 21 | 14 | 49 | 10 | 0.1
Cc1ccc(NC(=O)C2CC(O)CN2C(=O)OCc2ccccc2)cc1C (stereo not drawn) | -2 | -5 | -14 | x | -6 | 15 | -25 | -14 | 8 | 0.4
COC(=O)Cn1c(Cc2ccccc2)nc2ccccc21 | x | 1 | -1 | -2 | -5 | x | -27 | 5 | 0 | -28
COc1ccc(Cc2nnc(N/N=C/c3ccc(C)o3)[nH]c2=O)cc1 | 3 | 4 | 0 | 2 | -9 | 14 | 0 | 7 | -2 | 0.0
O=C(Nc1ccc2sc3ccccc3c(=O)c2c1)c1ccccc1Cl | 0 | 1 | -4 | -4 | 19 | 17 | -13 | u | -135 | 3.2
CC(=O)C1C(c2cn(-c3ccccc3)nc2-c2cccs2)NC(=O)NC1(O)C(F)(F)F (stereo not drawn) | 1 | 1 | 5 | -2 | -5 | 12 | -40 | 3 | 4 | 0.0
COc1ccc(S(=O)(=O)NCc2cc(-c3ccccc3Cl)no2)cc1 | 4 | 4 | 0 | -1 | -8 | 22 | 3 | -8 | 28 | -0.3
CCn1cc(C(=O)NC(=S)Nc2ccccc2[N+](=O)[O-])cn1 | 1 | 4 | 0 | -1 | -1 | 1 | -47 | -8 | -94 | 2.4
COc1ccc(CN(C(=S)Nc2ccccc2)C2CC(=O)N(c3ccc(Cl)cc3)C2=O)cc1 (stereo not drawn) | -3 | 3 | 2 | -1 | 6 | 20 | -37 | 13 | 13 | 0.2
O=C(c1ccc(F)cc1)C1CCN(C(=O)c2ccc(F)cc2)CC1 | 0 | 3 | -2 | -2 | -2 | 22 | -29 | -3 | 10 | -0.7
Cc1cc(NC(=O)c2noc3c2CCc2ccccc2-3)n(-c2ccccc2)n1 | -27 | -2 | 1 | -3 | -4 | 32 | -18 | -7 | 18 | -0.2
COC(=O)[C@@H]1C[C@@]2(O)[C@@H](O)[C@@H](O)[C@@H](O)C[C@H]2N1CC(c1ccccc1)c1ccccc1 | 0 | x | x | 0 | 3 | -7 | x | 13 | 7 | -0.3
COc1cc(/C=N/NC(=O)c2cc(-c3ccccc3Cl)nc3ccccc23)cc(OC)c1O | 1 | x | x | -1 | 5 | 15 | x | 14 | 12 | -0.6
O=C(O)CCCC(=O)Nc1nc(-c2ccccc2)cs1 | -1 | -1 | 0 | -1 | 3 | 26 | -13 | -5 | 2 | -0.3
COC(=O)c1c(NC(=O)c2cccnc2)sc(C(=O)N(C)C)c1C | -2 | 4 | 1 | 0 | -18 | 5 | -15 | -37 | -84 | 0.8

Some entries already given, limited to HIF activator and GSK3beta inhib:
SMILES | HIF activator | GSK3beta inhib
COc1ccc(Cc2nnc(N/N=C/c3ccc(C)o3)[nH]c2=O)cc1 | 0.0 | 3
O=C(Nc1ccc2sc3ccccc3c(=O)c2c1)c1ccccc1Cl | 3.2 | 0

Other entries follow:
SMILES | GSK3beta inhib | HSP90 refold inh | IEC-6 tox | GSK3A inh | HSF1 inhib | AI-2 QS mod | KLF5 inhibitor | HSF-1 act | aSyn 5UTR inh | HIF activator
Cc1ccc(C)c(S(=O)(=O)N(C)C2CCS(=O)(=O)C2)c1 (stereo not drawn) | 7 | x | x | 1 | -5 | 19 | x | -4 | 5 | -0.1
CN1CCN(CC(=O)Nc2cc(S(=O)(=O)N3CCOCC3)ccc2Cl)CC1 | 1 | x | x | 1 | -1 | 19 | x | -16 | 7 | 0.2
Cc1onc(-c2ccccc2)c1C(=O)N1CCCCCC1 | 2 | 0 | -6 | 0 | -2 | 35 | -20 | -13 | 4 | -0.5
Cc1nc(N2CCN(C)CC2)[nH]c(=O)c1Cc1cccc2ccccc12 | 1 | -2 | -1 | -4 | -2 | -6 | -6 | -4 | 13 | 0.3
CCOc1ccc(N(C)S(=O)(=O)c2ccc3[nH]cc(C(=O)NCC(OC)OC)c(=O)c3c2)cc1 | -2 | 3 | -2 | -3 | -1 | 22 | -6 | -11 | 0 | -0.3
CC(C)(C)OC(=O)NCC1CCC(C(=O)NC[C@H](CC(=O)O)c2ccc(Cl)cc2)CC1 (stereo partly drawn) | 0 | -3 | -3 | -3 | -3 | 6 | -5 | 1 | 8 | -4.7
Cc1ccc(C(=O)NC(=S)/C=C2\N(C)c3ccccc3C2(C)C)cc1 | 0 | -2 | -1 | -1 | 2 | -5 | -17 | 34 | 1 | 0.6
CCCc1cc(=O)n2[nH]c(NCc3ccccc3F)nc2n1 | 1 | -2 | -4 | -2 | -44 | 10 | -18 | -51 | -21 | -1.1
CCN(CC1CCCO1)C(=O)c1cc(COc2ccc(F)cc2F)on1 (stereo not drawn) | 1 | 10 | 7 | 1 | 0 | -5 | -44 | 5 | 5 | 0.5
COc1ccc(S(=O)(=O)N2CCCN(CC(=O)Nc3cc(NC(C)=O)ccc3OC)CC2)cc1 | 3 | 6 | 6 | -1 | -4 | -2 | -45 | 6 | 22 | -1.7
O=C(Cc1coc2ccc3ccccc3c12)NCc1cccs1 | 1 | 0 | 4 | 4 | 19 | 5 | 4 | -4 | -19 | 1.1
CCc1cc(-c2nc(N)ncc2-c2ccc(Br)cc2)c(O)cc1OC | 0 | -1 | 5 | 1 | -4 | 10 | -14 | 7 | 26 | -0.1
COC(=O)c1sccc1NC(=O)c1ccccc1C(=O)O | 1 | x | x | 1 | -7 | 21 | x | 0 | -28 | -0.4
COc1ccc(-c2cc([C@H]3[C@H]4C=CC[C@@H](C)[C@@H]4C(=O)N3Cc3ccccc3)ccc2F)cc1OC | -1 | x | x | -2 | 12 | 24 | x | 16 | -16 | 0.3
CN(C)N1C(N)=C(C#N)C(c2cccc3ccccc23)C2=C1CC(c1ccccc1)CC2=O (stereo not drawn) | 1 | 5 | 0 | -1 | 53 | 16 | -23 | 47 | 42 | -0.3
